Bioassay records (PubChem BioAssay)
NR3A LBD binder: modulators (binders) of human NR3A ligand-binding domain; Tm shift relative to glycine control, % at 25 µM; NR3A LBD differential scanning fluorimetry, Tm shift; 0% = protein alone, 100% = glycine-bound protein; 340,000 compounds, 2.5% hits;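 active = melting temperature shift of at least 10% of the positive control shift, at one fixed dose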
tim10-1 inh: inhibits growth of tim10-1 mutant yeast; S. cerevisiae tim10-1 ts strain growth, BacTiter-Glo, 24 h; inhibition, % at 20 µM; 330,000 compounds, 2.2% hits;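 active = inhibition of at least 40%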;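 also: mutant grown at 25 °C; 0% = DMSO wells with yeast and 100% = wells holding no yeast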
TIM10 inh: growth inhibitors of TIM10 yeast strain; S. cerevisiae TIM10 strain growth, BacTiter-Glo luminescence, 24 h; inhibition, % at 10 µM; 330,000 compounds, 1.4% hits;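 active = inhibition of 40% or more at the single tested concentration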;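 also: wild-type TIM10 isogenic control strain grown at permissive 25 °C; 0% = DMSO yeast wells and 100% = minimal medium wells without yeast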
CHOP UPR activ: activators of apoptotic arm of unfolded protein response (CHOP); CHO-CHOP luciferase reporter, UPR activation, luminescence; percent of tunicamycin response over DMSO baseline; activation, % at 10 µM; 330,000 compounds, 0.34% hits;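 active = at 10 µM dose, activation of 40% or more, normalized to positive control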;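 also: 100% = tunicamycin at 10 µg/mL and 0% = DMSO alone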
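Evaluation: % reporter activation, DMSO baseline versus tunicamycin full activation; System: CHO-CHOP luciferase reporter cell line; Input: 500 cells/well; Incubation: 6 h compound treatment, 37 °C; Measured by: Steady-Glo luciferase luminescence; Dosing: one dose, 10 µM in 0.5% DMSO; Buffer or medium: F12 medium, 10% FBS; Benchmarks: positive tunicamycin 10 µg/mL, negative DMSO alone.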
APJ ag: agonists of human APJ apelin receptor. P35414. CHO-K1 APJ PathHunter beta-arrestin, luminescence; 0% DMSO wells, 100% apelin. activation, % at 20 µM. 330,000 compounds, 0.11% hits;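 active = activation more than six SD over the plate average, tested at 20 µM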;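 also: 0% = DMSO alone and 100% = apelin-13 at 10 nM; some results filed as inactive read as strong as hits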
Target sequence (P35414 whole entry, looked up): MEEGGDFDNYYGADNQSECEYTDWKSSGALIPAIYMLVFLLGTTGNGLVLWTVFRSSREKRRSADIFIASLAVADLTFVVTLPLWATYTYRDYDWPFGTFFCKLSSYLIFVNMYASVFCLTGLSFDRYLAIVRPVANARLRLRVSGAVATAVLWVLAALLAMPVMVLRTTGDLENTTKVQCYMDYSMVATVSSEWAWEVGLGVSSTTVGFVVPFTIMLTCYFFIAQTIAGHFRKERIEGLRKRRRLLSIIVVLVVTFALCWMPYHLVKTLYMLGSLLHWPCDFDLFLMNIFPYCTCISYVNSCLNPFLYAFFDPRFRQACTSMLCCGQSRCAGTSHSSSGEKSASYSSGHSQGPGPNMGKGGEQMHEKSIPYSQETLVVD
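Material: engineered CHO-K1 APJ arrestin reporter cells; amount: 1000 CHO-K1 reporter cells seeded per well; incubation: compound stimulation 90 min at 25 °C, detection 60 min; signal: luminescent beta-gal fragment complementation, chemiluminescent substrate; read-out basis: APJ agonist activity; controls: DMSO-only wells as negative, 10 nM Apelin-13 as positive control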
XBP1 UPR activ: activators of adaptive arm of unfolded protein response (XBP1); CHO-XBP1 luciferase reporter, IRE1-XBP1 UPR activation, luminescence; percent of tunicamycin response, DMSO as zero; activation, % at 20 µM; 330,000 compounds, 0.33% hits; AID 463104;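 active = versus positive control, 20 µM dose yields 30% or more activation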;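 also: 100% = tunicamycin at 10 µg/mL and 0% = DMSO only wells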
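Material: IRE1-XBP1 luciferase reporter CHO line / Quantity: one thousand reporter cells per well / Buffer or medium: F12 with 10% serum / Compound: 20 µM single concentration, DMSO 1% / Times: 6 h treatment, 37 °C / Detection: Steady-Glo luciferase glow luminescence, 10 min after reagent addition / Benchmarks: tunicamycin high, DMSO low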
Mdm2 MdmX PPI: inhibitors of human Mdm2/MdmX interaction; O15151+Q00987; SaOS-2 split-luciferase Mdm2/MdmX complementation, luminescence; inhibition, % at 8 µM; 330,000 compounds, 3% hits;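 active = inhibition of at least 50% at 8 µM in the primary screen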
tim23-1 inh: growth inhibitors of tim23-1 mutant yeast. S. cerevisiae tim23-1 growth, BacTiter-Glo luminescence, 24 h. inhibition, % at 20 µM. 330,000 compounds, 1.3% hits. AID 463212;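 active = growth inhibition of the mutant yeast at or above 50%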;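 also: temperature-sensitive mutant grown at 25 °C; plate controls were DMSO-treated mutant yeast for no effect and medium wells lacking yeast for full effect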
NALP3 yeast inh: blocks the NALP3 inflammasome reconstituted in yeast. Yeast reconstituted NLRP3/ASC/caspase-1, beta-gal luminescence, 24 h. inhibition, % at 10 µM. 330,000 compounds, 0.39% hits. AID 2825;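 active = inhibition of 50% or more; inactive = inhibition below 50%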;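 also: plate controls were induced DMSO wells for no effect and uninduced yeast grown without galactose for full effect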
The depositor's hits bear a star; . = not tested or not shown.

SMILES	NR3A LBD binder	tim10-1 inh	TIM10 inh	CHOP UPR activ	APJ ag	XBP1 UPR activ	Mdm2 MdmX PPI	tim23-1 inh	NALP3 yeast inh
COc1ccc([N+](=O)[O-])c2c(=O)ccoc12	-7	9	-8	-0.5	-3	-4	-33	17	10
COc1ccc2[nH]c(N=Nc3ccccc3C)c(O)c2c1	-4	14	16	5.7	1	4	-18	6	12
Cn1cc(Br)c(C(=O)NNC(=O)c2ccc(Cl)cc2)n1	-4	-13	-19	3.1	-2	-1	-9	7	8
CCN(C(=O)c1ccc(Br)o1)C1CCS(=O)(=O)C1 (stereo not drawn)	1	-16	-6	-0.5	-2	0	17	1	17
CCn1c(COc2cccc3cccnc23)nnc1SCC(=O)O	-1	-3	-1	0.5	-2	-1	1	0	4
CCOC(=O)CC1NCCc2c1[nH]c1ccc(OC)cc21 (stereo not drawn)	0	14	-12	-1.1	-2	-7	1	18	18
O=C(C1CC1)N1CCc2cc(S(=O)(=O)NCCCN3CCCCC3)ccc21	0	-11	12	-2.7	2	-6	2	1	-4
CC1CCCN(S(=O)(=O)c2ccc(C(=O)Nc3nnc(C4=COCCO4)o3)cc2)C1 (stereo not drawn)	.	10	-7	-2.8	0	-3	30	-7	2
CC12CN3CCN(CC(C3)/C1=N\NC(=O)c1ccccc1N)C2	1	0	15	5.1	0	5	12	-4	12
COc1ccc(CCN(C)Cc2c(O)ccc3ccccc23)cc1OC	-5	30	-5	2.0	-1	1	21	20	8
O=C(Cn1c(-c2ccccc2)noc1=O)N1CCC(Cc2ccccc2)CC1	4	7	19	-0.2	-3	-3	-2	17	3
O=C1N[C@H](Cc2ccccc2)COC(=O)[C@H](Cc2ccc(F)cc2)C/C=C\C[C@H]1CC(=O)N(CCO)Cc1ccccc1	-3	10	-7	1.2	-1	2	40	11	15
O=C(O)/C=C/c1cn(Cc2ccccc2)nc1-c1ccc(Cl)cc1	0	12	5	0.1	-1	0	13	21	0
CC(=O)c1nc(N2C(=O)CC(Cc3ccccc3)C2=O)sc1C (stereo not drawn)	-1	8	-14	-1.6	2	2	-10	19	14
COc1ccccc1-c1nc(SCC(=O)O)n[nH]1	-1	9	6	0.5	1	2	25	6	-2
O=C(NC(c1ccccc1)c1ccccc1)C1CCCO1 (stereo not drawn)	-1	24	19	2.9	-1	-2	9	16	-31
COc1ccc(N2CCN(C3CC(=O)N(Cc4ccc(N5CCCC5=O)cc4)C3=O)CC2)cc1 (stereo not drawn)	1	7	8	-0.4	5	-1	2	13	16
Cc1ccc(CC(=O)Nc2ncc([N+](=O)[O-])s2)cc1	-20	30	36	3.1	-4	-5	-83	46	17
O=c1cc[nH]c2ccc(OC(F)(F)F)cc12	-2	-7	8	-1.7	3	7	0	18	-13
Cc1cccc(C(=O)OCC(=O)Nc2nccs2)c1	1	19	26	1.9	-3	7	-16	6	-21
COc1ccc(NC(=O)CN(C)C(=O)c2cc(-c3ccc(C)o3)nc3ccccc23)cc1	1	7	3	1.4	5	-2	30	8	13
CC(=O)Nc1ccc(O)cc1[N+](=O)[O-]	.	13	6	-1.5	-3	-3	23	8	0
CCC1S/C(=C(\C#N)C(=O)NCc2ccco2)N(c2ccc(Br)cc2)C1=O (stereo not drawn)	-1	17	3	1.2	1	-4	-9	26	11
COc1cccc(OCC(O)CN2CC(C)CC(C)C2)c1 (stereo not drawn)	-3	2	-18	-1.1	-1	-4	13	-9	26
COC(=O)C(C)C1Sc2ccccc2NC1=O (stereo not drawn)	-2	-5	5	0.2	-2	4	17	0	1
CNc1nc(N2CCc3ccccc32)ncc1F	-1	24	-6	2.6	-5	13	-36	6	30
Cc1cc(C)n(C/C=C/Cn2nc(C)cc2C)n1	1	3	-2	-1.9	0	-2	1	16	12
COc1ccc(/C=C2/SC(=O)N(CCC(=O)Nc3ccccc3C(=O)O)C2=S)cc1	-5	15	18	-1.5	4	-4	17	12	0
COc1cc2c(C#N)c(N3CCCCC3)nc(N)c2c(N)n1	-3	22	15	5.8	-4	-1	11	25	4
Cc1ccc(S(=O)(=O)N(C)C)cc1NC(=O)COC(=O)C1(c2ccccc2)CC1	-2	13	10	-1.5	-4	-1	17	18	8
C/C(=C\C(=O)c1ccc(Cl)cc1)Nc1ccc(Br)cc1	-22	30	7	2.2	-5	5	-68	4	13
O=C(Nc1ccc(Cl)c(Cl)c1)Nc1cc(S(=O)(=O)N2CCOCC2)ccc1N1CCCC1	11*	18	1	-2.3	-2	-4	53*	18	1
O=C(c1cnn2c(C(F)F)cc(-c3ccccc3)nc12)N1CCCCC1c1cccnc1 (stereo not drawn)	-2	-1	5	1.8	-2	0	-7	24	-5
COc1ccc(-c2ccc(C#N)c(SCC(=O)NCc3ccco3)n2)cc1OC	0	8	19	2.2	1	1	11	6	-12
O=C(Nc1ccccc1)c1ccc(N2CCN(c3ccccc3)CC2)c(S(=O)(=O)N2CCOCC2)c1	-1	28	22	0.6	-3	0	-9	32	2
O=C(CS(=O)CC(=O)N(CC(=O)NC1CCCC1)c1ccccc1F)Nc1ccc(F)cc1 (stereo not drawn)	-2	-10	4	0.9	-4	1	41	1	15
Cc1ccnc(SCc2cn3c(C)cc(C)nc3n2)n1	-3	1	3	-1.0	1	-3	18	18	8
CCOC(=O)[C@@H]1[C@H]2COc3cc(OC)ccc3[C@@H]2N2C(=O)N(c3ccc(F)cc3)C(=O)[C@]12C	-2	34	14	-1.4	6	2	1	19	22
CC(=O)OC(C(=O)NC1CCCCC1)c1cccc(F)c1 (stereo not drawn)	-1	11	4	1.8	-3	-2	-2	-7	0
N#Cc1cccc(NC(=O)COC(=O)Cn2nc(-c3ccccc3)oc2=O)c1	1	9	4	0.5	-2	-2	-23	11	10
O=C(c1ccco1)N(CCC(c1ccccc1)c1ccco1)Cc1ccco1 (stereo not drawn)	0	22	27	-2.9	-4	1	29	11	11
O=C(/C=C/c1ccccc1)Nc1cccnc1Cl	-1	4	9	5.8	4	-5	-81	33	-7
Cc1cccc2c(=O)c(C(=O)N3CCCCCC3)c[nH]c12	-2	2	-15	-1.1	0	2	4	12	9
CCOC(=O)CC1C(=O)NCCN1C(=O)c1cc2c(=O)n3cccc(C)c3nc2s1 (stereo not drawn)	0	-1	-1	0.6	3	3	1	3	9
COc1ccc(-c2cc(=O)c3cc(F)ccc3[nH]2)cc1	1	-1	17	2.2	6	2	0	20	6

Some of the entries so far, with bars between the fields.
Structure | NR3A LBD binder | tim10-1 inh | TIM10 inh | CHOP UPR activ | APJ ag | XBP1 UPR activ | Mdm2 MdmX PPI | tim23-1 inh | NALP3 yeast inh
C/C(=C\C(=O)c1ccc(Cl)cc1)Nc1ccc(Br)cc1 | -22 | 30 | 7 | 2.2 | -5 | 5 | -68 | 4 | 13
O=C(Nc1ccc(Cl)c(Cl)c1)Nc1cc(S(=O)(=O)N2CCOCC2)ccc1N1CCCC1 | 11* | 18 | 1 | -2.3 | -2 | -4 | 53* | 18 | 1
O=C(c1cnn2c(C(F)F)cc(-c3ccccc3)nc12)N1CCCCC1c1cccnc1 (stereo not drawn) | -2 | -1 | 5 | 1.8 | -2 | 0 | -7 | 24 | -5
COc1ccc(-c2ccc(C#N)c(SCC(=O)NCc3ccco3)n2)cc1OC | 0 | 8 | 19 | 2.2 | 1 | 1 | 11 | 6 | -12
O=C(Nc1ccccc1)c1ccc(N2CCN(c3ccccc3)CC2)c(S(=O)(=O)N2CCOCC2)c1 | -1 | 28 | 22 | 0.6 | -3 | 0 | -9 | 32 | 2

(cont.)
SMILES	NR3A LBD binder	tim10-1 inh	TIM10 inh	CHOP UPR activ	APJ ag	XBP1 UPR activ	Mdm2 MdmX PPI	tim23-1 inh	NALP3 yeast inh
Cc1ccc(S(=O)(=O)N2CCCC2C(=O)Nc2nccs2)cc1 (stereo not drawn)	6	-8	0	0.6	-1	-3	-4	13	12
O=C(O)CSCCc1ccccn1	1	-3	0	-1.3	0	-3	-10	-6	17
O=C(CSc1ncccn1)NC(=O)c1ccccc1	-2	-6	-20	-0.4	-2	0	6	-2	-17
CC(C)NS(=O)(=O)c1ccc(OCC(=O)NCc2ccco2)cc1	-2	1	12	1.0	-3	-1	-16	1	-14
COC(=O)C1CCN(Cc2cc(=O)oc3cc(C)c(Cl)cc23)CC1	0	0	23	0.9	-3	4	3	14	25
COc1ccc(OCc2cc(C(=O)N[C@H]3CCCCNC3=O)no2)c(Cl)c1	1	-8	-6	4.1	1	8	1	3	13
CC12C(=O)N(n3cnnc3)C(=O)C1C1C=CC2C1 (stereo not drawn)	0	10	1	-2.9	0	-3	3	-5	10
O=C(CSc1ccsc1[N+](=O)[O-])NC1CCCC1	8	11	6	4.9	1	3	33	-4	-3
Cc1cc(/C=C2/NC(=O)N(c3ccccc3)C2=O)c(C)n1-c1cccnc1	-7	6	26	7.7	-3	4	-118	26	16
Cc1nc(C(=O)NCC(=O)c2ccc(Cl)cc2)c(C(F)(F)F)o1	-1	-5	-24	-0.3	-4	4	9	-3	-30
CC1CN(C(=O)c2cc3cc(Cl)cc(Cl)c3oc2=O)CC(C)O1 (stereo not drawn)	1	20	-17	-0.7	-2	1	0	7	1
COc1ccccc1CNC(=O)COC(=O)c1ccc(-n2cnnn2)cc1	1	1	-3	-1.7	0	-1	14	-3	20
CC(O)c1cccc(-c2ccc(CN3C[C@]4(CO)O[C@@H](CO)C[C@@H]4S3(=O)=O)cc2)c1 (stereo partly drawn)	0	16	11	0.1	.	-2	-25	36	.
COc1cccc(OCC(=O)Nc2c3c(nn2-c2ccc(F)cc2)CS(=O)(=O)C3)c1	0	12	3	2.0	-1	4	28	16	6
Cc1ccc(N2C(=O)c3ccc(C(=O)O)cc3C2=O)c(C)c1	0	2	4	-1.5	1	-1	10	9	4
Cc1ccc(NC(=O)CCn2c(=S)oc3ccccc32)cc1	-11	14	-1	-1.1	1	-2	14	0	6
Cc1ccc(NC(=O)C2CCCN(C(=O)Nc3ccc(F)cc3)C2)cc1 (stereo not drawn)	3	-17	2	-0.1	0	2	23	2	1
O=C(COC(=O)c1ccc(Oc2ccccc2)cc1)Nc1nnc(-c2ccccc2)o1	-16	25	1	1.3	4	-1	0	3	-8
CN(C)C(=S)Nc1cccc(F)c1	2	5	15	0.1	-1	-1	41	7	5
O=C(NCc1ccco1)C(c1cccs1)N(C(=O)Cc1cccs1)c1ccccc1 (stereo not drawn)	0	29	25	10	-6	0	39	9	-12
CCOC(=O)c1oc2c(CN3CCN(C)CC3)c(O)ccc2c(=O)c1-c1ccc(Br)cc1	-4	26	21	-0.7	0	1	2	24	10
CCCC1=C(C(=O)OCC)C(c2ccccc2OCC)NC(=O)N1C (stereo not drawn)	-1	27	24	-1.1	-5	-2	24	37	-1
COc1ccc(C)cc1NC(=O)C(C)N1CCOCC1 (stereo not drawn)	0	-4	1	-0.4	-3	-3	21	-1	13
CC1=C/C(=N\NC(=O)c2ccc(O)cc2)CC1	-1	18	1	3.1	-1	-1	4	3	-4
